Bioassay records (PubChem)
HCT116 bCat-KO = beta-catenin-lacking colon tumor cell growth suppression; HCT116 beta-catenin knockout viability, CellTiter-Glo, 60 h; active compounds read low; viability, % at 10 µM; actives 1.5% (n = 140,000); AID 818;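 active means viability at or under a set limit, the compound median less 4 SD, cut at about 6% in these data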;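 further: 0% = Hyamine 1622 control at 20 µM and 100% = untreated cell control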
Yeast lifespan up = yeast lifespan extension | S. cerevisiae growth with nicotinamide, OD615; deaD strain in restrictive glucose medium | inhibition of the nicotinamide effect, % at 10 µM | actives 0.68% (n = 130,000) | AID 775;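 active means inhibition above a set limit, placed 3 SD over the median of all compounds, cut at about 26% in these data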;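 further: 0% = nicotinamide-treated wells and 100% = cells grown without nicotinamide; some compounds called inactive have numbers as strong as hits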
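System: Modified budding yeast, DeaD strain | Buffer or medium: Restrictive glucose medium | Also added: 1.5 mM nicotinamide | Doses: 10 µM single point, 0.25% DMSO | Schedule: 48 h compound exposure at 30 °C, humidified | Detection: Absorbance at 615 nm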
E-sel TNF inh = blocks E-selectin expression induced by TNF alpha; HUVEC TNFa-induced E-selectin immunofluorescence, high content; inhibition, % at 2 µM; actives 0.71% (n = 120,000);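 active means inhibition above the batch mean plus 3 SD, and confirmed as a hit on visual image review, cut at about 43% in these data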;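 further: 0% = TNF-stimulated DMSO wells and 100% = unstimulated control wells; not every result past the cut was called active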
Measles CPE = protection of cells from measles virus | Measles virus-infected cells, CPE protection, absorbance | protection (pct of control), % at 4 µM | actives 1.5% (n = 140,000) | AID 841; in the data active means protection mostly above about 24%, no sharp cut-off; inactive means mostly below about 26%; further: some compounds called inactive have numbers as strong as hits
GALR2 blocker = antagonists of human galanin receptor 2 (GALR2); O43603; GALR2-expressing cells, antagonist mode; inhibition, % at 4 µM; actives 0.39% (n = 140,000); in the data active means inhibition above about 27%;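 further: cells stimulated with galanin 1-16 at roughly its EC80; 0% = agonist challenge control and 100% = basal control without agonist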
Target sequence (O43603 whole entry, looked up): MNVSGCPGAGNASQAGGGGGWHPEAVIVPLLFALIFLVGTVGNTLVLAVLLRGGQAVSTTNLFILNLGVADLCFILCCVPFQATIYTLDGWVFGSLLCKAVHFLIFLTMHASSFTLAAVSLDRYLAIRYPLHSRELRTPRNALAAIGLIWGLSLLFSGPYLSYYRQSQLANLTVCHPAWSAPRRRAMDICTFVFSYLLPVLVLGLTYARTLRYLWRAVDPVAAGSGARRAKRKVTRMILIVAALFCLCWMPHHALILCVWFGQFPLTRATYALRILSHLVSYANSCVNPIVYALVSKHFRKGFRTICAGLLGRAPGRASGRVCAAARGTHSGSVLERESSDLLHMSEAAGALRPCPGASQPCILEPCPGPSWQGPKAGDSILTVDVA
BB579 growth dn = chemicals that inhibit yeast BB579 growth in restrictive medium (lifespan-shortening candidates) | S. cerevisiae BB579 growth, OD615, 48 h | AID 804 | inhibition, % at 10 µM | actives 0.51% (n = 140,000);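 active means inhibition above a set limit, 3 SD over the mean compound inhibition, cut at about 44% in these data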; further: inactives centre near -24
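System: Saccharomyces cerevisiae DeaD strain BB579, replicative lifespan model yeast | Buffer or medium: Restrictive glucose-based CSMM-D medium | Times: 4 h preincubation and 48 h exposure at 30 °C | Detection: OD615 turbidity measurement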
MRP-1 activ = activates MRP-1. H69AR cells + doxorubicin, viability rescue, CellTiter-Glo. viability increase, % at 10 µM. actives 0.61% (n = 140,000). AID 799;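 active means viability gain under doxorubicin at or above a set limit, the compound median plus 3 SD, cut at about 4.7% in these data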;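 further: MRP-1 overexpressing cells given doxorubicin 25 µM after compound pretreatment; 18-22 h compound pretreatment then 72 h with doxorubicin before readout; 0% = doxorubicin-only wells and 100% = vehicle-treated cells without doxorubicin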
HCT116 PTEN-null = PTEN-deleted cell growth suppression; HCT116 PTEN-null viability, CellTiter-Glo, 60 h; active compounds read low; AID 827; viability, % at 10 µM; actives 1.2% (n = 140,000);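 active means viability at or below a set limit, 4 SD under the median of all tested compounds, cut at about 3.7% in these data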;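 further: PTEN knockout HCT116 line with beta catenin targeted HCT116 as companion control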
Phagocyt inh = inhibitors of macrophage phagocytosis; J774A.1 macrophage IgG-bead phagocytosis, imaging; inhibition, % at 5 µM; actives 0.07% (n = 110,000); AID 1029;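 active means inhibition above the mean of the plate negative controls plus 5 SD, cut at about 13% in these data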;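 further: phagocytic index as fraction of beads internalized from green versus red external bead signal; plate controls were DMSO negative control for no effect and cytochalasin-D positive control for full effect; some results beyond the cut were filed as inactive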
NPY Y2 blocker = NPY-Y2 (human) receptor antagonism; P49146; NPY-Y2 expressing cells, antagonist mode; inhibition, % at 2.7 µM; actives 0.99% (n = 140,000); in the data active means inhibition above about 17%;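 further: 0% = vehicle with agonist challenge and 100% = reference antagonist with challenge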
Target sequence (P49146 whole entry, looked up): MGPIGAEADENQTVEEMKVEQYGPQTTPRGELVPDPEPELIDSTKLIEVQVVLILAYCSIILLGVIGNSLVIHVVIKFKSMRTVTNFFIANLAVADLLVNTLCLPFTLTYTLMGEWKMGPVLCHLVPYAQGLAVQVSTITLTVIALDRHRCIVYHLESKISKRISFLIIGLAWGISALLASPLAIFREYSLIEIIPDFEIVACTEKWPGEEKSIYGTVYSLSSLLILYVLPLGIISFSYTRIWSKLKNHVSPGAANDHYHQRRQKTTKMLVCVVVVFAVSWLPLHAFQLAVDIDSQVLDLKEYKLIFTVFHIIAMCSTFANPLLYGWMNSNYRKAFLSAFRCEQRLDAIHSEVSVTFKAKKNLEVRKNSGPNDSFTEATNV
* marks the source's active call; other numbers are inactive results; nt = no result given.

SMILES	HCT116 bCat-KO	Yeast lifespan up	E-sel TNF inh	Measles CPE	GALR2 blocker	BB579 growth dn	MRP-1 activ	HCT116 PTEN-null	Phagocyt inh	NPY Y2 blocker
CCCCNS(=O)(=O)c1ccc2nc(SCC(=O)c3ccccc3OC)[nH]c2c1	66	1	5	18	-1	-2	0.8	66	0	4
FC(F)(F)c1cccc(-c2noc(CN3CCOCC3)n2)c1	94	-9	-9	13	1	-58	0.3	109	-2	14
O=C(c1cccc2c1C(=O)N(Cc1cccnc1)C2)N1CCN(c2ccccc2)CC1	94	1	-15	7	-4	-27	0.2	92	2	3
O=S(=O)(NCCCCCNS(=O)(=O)c1ccc(F)cc1)c1ccc(F)cc1	78	-9	-17	12	8	-58	-1.8	81	-1	0
O=C(NCC(=O)N1CCC(N2CCCCC2)CC1)C1CCCCC1	96	-13	24	2	-16	-27	-0.2	99	1	0
O=C(/C=C/NNC(=O)c1ccc(Br)cc1)c1ccccc1	89	5	6	16	1	-94	2.3	97	0	4
COC(=O)c1ccc(C2C(Oc3ccccc3C)C(=O)N2CCc2ccc(OC)c(OC)c2)cc1 (stereo not given)	70	-7	3	2	2	-38	-0.3	72	nt	12
COc1ccc2nc(NC(=O)c3cc(C)oc3C)sc2c1	67	nt	1	37	6	-31	-2.4	69	nt	1
COC(=O)/C=C/CSC1=N/C(=C/c2ccc(-n3cncn3)cc2)C(=O)N1	93	-21	16	19	3	-39	2.8	95	nt	-1
CCc1nnc(NC(=O)CSc2nc(-c3ccccc3)cc(-c3ccc(OC)cc3)c2C#N)s1	72	-1	15	5	5	-10	-1.3	80	-5	3
COC(=O)Nc1sccc1C(=O)Nc1sccc1C(=O)OC	48	-9	-10	1	4	-46	-1.6	59	0	1
CC(C)n1c(-c2cccnc2)nc2cnccc21	97	-8	-12	7	9	-5	-2.2	107	nt	5
Clc1ccc(-c2nnc(-c3ccccc3)o2)c(Cl)c1	66	-14	nt	19	-1	-9	-3.3	63	0	3
C=CCn1c(SCC(=O)N2CCOCC2)nc2sc3c(c2c1=O)CCCC3	89	-10	3	8	-8	-50	-0.7	88	2	0
N#Cc1c(SCC(N)=O)nsc1SCc1ccccc1Cl	96	-13	nt	3	-2	-35	-1.1	80	nt	9
O=C(OCc1cn(-c2ccc(Cl)c(Cl)c2)nn1)c1ccccc1	89	3	-23	15	3	-54	-0.1	103	-1	-2
CC(C)(CO)NC(=O)CCCOc1ccc(Cl)cc1Cl	95	-4	8	3	-120	-27	0.3	96	-5	3
CCC(=O)Nc1ccc(-c2nnc(SCC(=O)NCC3CCCO3)n2C)cc1 (stereo not given)	96	2	-18	14	-10	-29	-0.4	99	-10	1
O=C1/C(=C/c2cccnc2)SC(=S)N1C1CCS(=O)(=O)C1 (stereo not given)	23	8	nt	12	5	-27	-1.8	19	0	0
O=C(COC(=O)COc1ccccc1[N+](=O)[O-])Nc1ccc(S(=O)(=O)N2CCCCC2)cc1	97	-6	12	6	2	-39	-0.4	97	1	-3
Cc1ccc(C(=O)N/C(=C/c2ccccc2)C(=O)NC(Cc2ccccc2)C(=O)O)cc1 (stereo not given)	97	2	nt	13	3	-6	0.2	101	nt	1
CC(=O)C1C(c2ccccc2Cl)NC(=O)NC1(O)C(F)(F)F (stereo not given)	98	-7	5	6	2	13	-1.1	93	0	0
Cc1c(Cl)cccc1-n1c(SCC(=O)NCc2ccccc2Cl)nnc1-c1ccncc1	87	-18	-9	9	-9	-25	-2.8	78	nt	0
O=c1[nH]c2ccc(S(=O)(=O)N3CCN(c4ccccc4)CC3)cc2[nH]c1=O	94	-20	nt	26	-9	-33	-1.1	102	nt	1
COc1cccc2cc(C(=O)C3=C(O)C(=O)N(CCN(C)C)C3c3ccc(F)cc3)oc12 (stereo not given)	98	-14	-6	17	-10	-41	-0.5	116	0	-1
Going on with the list:
SMILES	HCT116 bCat-KO	Yeast lifespan up	E-sel TNF inh	Measles CPE	GALR2 blocker	BB579 growth dn	MRP-1 activ	HCT116 PTEN-null	Phagocyt inh	NPY Y2 blocker
O=C(CN1CCN(c2ccccc2O)CC1)NNC(=O)c1ccc(Cl)cc1	86	6	nt	4	-18	-41	-0.8	92	-5	1
Clc1ccccc1COc1ccccc1-c1nnco1	101	-11	-2	8	0	-49	0.2	98	1	7
CCOC(=O)CN1CC23C=CC(O2)C(C(=O)Nc2ccc4c(c2)OCO4)C3C1=O (stereo not given)	99	-9	-39	10	6	-7	-1.8	106	0	1
COc1cccc(N2CC(O)Cn3c2nc2c3c(=O)n(CCCc3ccccc3)c(=O)n2C)c1 (stereo not given)	67	-3	-10	10	6	-41	0.6	74	0	0
CSc1ccc(NC(=O)N2CCN(c3nc4ccccc4s3)CC2)cc1	75	-9	-14	25	-2	-23	-3.8	84	nt	2
Cc1ccc(C(=O)COC(=O)c2ccccc2NC(=O)c2ccccc2)cc1[N+](=O)[O-]	89	2	nt	23	16	-46	1.3	92	-7	3
Cc1ccc2oc(=O)n(CC(=O)OC(C)C)c2c1	100	nt	1	22	13	-1	-0.7	97	nt	1
CC(C)Nc1nc(NC(C)C)nc(N(C)C#N)n1	89	-1	-34	16	-7	-35	0.7	92	-2	1
Cc1cc(N2CCC(C(N)=O)CC2)nc(-c2ccccc2)n1	101	-7	21	1	0	1	-1.7	97	-1	0
O=C(N1CCOCC1)C(F)(F)C(=O)N1CCOCC1	94	-4	nt	10	2	-11	0.0	102	0	4
N#CCCNC(=O)CCN1CCCCC1	98	-10	5	29	-8	12	-0.1	98	0	3
CCCCOc1ccc(C(=O)N/C(=C\c2ccc([N+](=O)[O-])cc2)C(=O)OCc2ccco2)cc1	90	-2	-1	9	-2	-3	-2.2	81	-9	2
COc1ccccc1NC(=O)CN(c1ccc(C)cc1)S(=O)(=O)c1c(C)n[nH]c1C	91	-3	nt	21	9	-15	0.7	86	1	-1
CCOCc1nnc(NC(=O)c2ccc(OC)cc2)s1	91	nt	-4	3	-1	10	-1.7	96	nt	0
Cc1ccc(-c2[nH]n3c(=O)c4c(nc3c2C)CCCC4)cc1	84	-6	-9	31*	4	-26	-2.5	80	nt	-2
Cc1noc(C)c1S(=O)(=O)Nc1ccc(C(=O)NC2CCCCC2)cc1	96	-9	nt	11	-15	16	1.6	101	nt	1
O=[N+]([O-])c1cccnc1NCCNc1ncc(C(F)(F)F)cc1Cl	87	-21	1	8	-6	-25	0.9	90	nt	2
C/C(=N\Nc1ccc(S(=O)(=O)Nc2ccc(Cl)cc2)cc1[N+](=O)[O-])c1ccc(N2CCOCC2)cc1	74	0	nt	2	11	-6	0.8	77	nt	-4
CCN1C(=O)/C(=C2\SC(=S)N(CC3CCCO3)C2=O)c2ccccc21 (stereo not given)	94	-11	nt	6	-4	-38	-1.4	87	-1	-1
c1ccc2c(c1)Sc1ccccc1-n1cnnc1-2	86	nt	9	16	-6	-32	-0.9	91	nt	1
CC(=O)c1ccc(OCc2ccc(Oc3c(Cl)cccc3[N+](=O)[O-])cc2)cc1	84	5	nt	22	-5	-14	-0.6	87	-6	3
CN(C(=O)CSc1nnc(-c2ccco2)o1)C1CCCCC1	105	-8	-6	10	-2	-29	-0.3	114	0	2
O=C(CSc1nnc(-c2ccccc2)o1)c1ccc2c(c1)OCCO2	93	-7	-6	1	2	-38	-2.9	101	0	3
Cc1ccsc1/C=N/n1c(C2CCCCC2)n[nH]c1=S	93	-2	nt	10	2	-20	-1.6	97	-8	4
O=C(c1ccco1)N1c2ccccc2Sc2ccccc21	69	-6	-2	2	5	-3	-2.0	65	nt	5
Later entries:
SMILES	HCT116 bCat-KO	Yeast lifespan up	E-sel TNF inh	Measles CPE	GALR2 blocker	BB579 growth dn	MRP-1 activ	HCT116 PTEN-null	Phagocyt inh	NPY Y2 blocker
COc1ccc(S(=O)(=O)N(C)CC(=O)Nc2ccccc2SC)cc1	106	-12	-1	10	-14	-22	0.1	93	10	1
O=C(Nc1nc2ccccc2s1)c1ccc(N2CCCCC2)c([N+](=O)[O-])c1	57	-6	-7	1	3	-4	2.2	52	-4	0
Cc1[nH]c2ccccc2c1C(=O)COC(=O)Cn1c(C(F)(F)F)nc2ccccc21	91	1	nt	27	5	-34	-2.0	97	nt	4
Cc1ccc(S(=O)(=O)NC(CN2CCOCC2)=NCCNS(=O)(=O)c2ccccc2)cc1	103	-9	nt	10	0	1	-0.3	97	1	-2
CS(=O)(=O)NCCCc1ccccc1	103	-3	-13	3	-7	-35	0.6	101	nt	2
COC(=O)c1ccc2c(=O)n(CCCCCC(=O)O)c(=S)[nH]c2c1	89	-2	-1	6	1	-34	-2.2	93	-2	5
CCOC(=O)C1CCCN(S(=O)(=O)c2ccc(Br)c(OC)c2)C1 (stereo not given)	93	-3	-20	11	15	-3	-0.5	89	1	0
CCN(Cc1cc2ccc(C)cc2[nH]c1=O)C(=O)c1ccncc1	99	-15	-5	4	0	-48	-3.6	92	0	3
O=C(O)C1SCCN1S(=O)(=O)c1ccc2ccccc2c1 (stereo not given)	96	nt	8	5	-2	-16	1.2	101	nt	5
Nc1cc(C(=O)OCC(=O)NCc2ccco2)ccc1Cl	99	-3	-4	8	-1	-65	-1.2	97	0	0
COCc1cc(Sc2ccc(Br)cc2)nc(-c2ccccc2)n1	70	-13	5	11	-3	-26	-0.5	76	1	-2
Cc1cccc(NC(=S)NC2CCCCCC2)c1C	56	0	nt	18	13	-32	-3.4	52	nt	1
CCCOc1ccc(N2CC(C(=O)Nc3ccccc3C(=O)NCc3ccco3)CC2=O)cc1 (stereo not given)	90	0	nt	6	-22	-50	-0.7	84	3	4
COc1ccc(CCN2C(=O)C3C4CC(C5C(C(N)=O)=NOC45)C3C2=O)cc1OC (stereo not given)	95	4	12	15	-3	-16	-1.5	95	1	2
C=C(C)C(=O)Nc1nnc(-c2cccs2)s1	54	-3	nt	14	8	-27	-2.2	52	-7	1
CCN(CC)S(=O)(=O)c1cc(NS(=O)(=O)c2cccc(Cl)c2)ccc1C	92	12	nt	19	1	-28	-2.0	102	-9	6
Cc1cccc2cc(COC(=O)c3ccco3)c(=O)[nH]c12	94	-12	-20	34	-4	-54	-0.6	91	1	2
COc1ccc(Cn2nnnc2C(c2ccccc2Cl)N2CCN(C)CC2)cc1 (stereo not given)	103	-5	-47	20	4	-11	-3.4	106	-2	4
Cc1ccc(OCC(=O)NNC(=O)CCC(=O)NCc2ccccc2)cc1	75	-9	32	2	-5	-34	-1.3	93	nt	1
O=C(/C=C(\c1ccccc1)n1cncn1)c1ccccc1	79	6	-5	5	9	-7	-1.0	91	-1	2
Cc1cc(C)nc(SC2=CS(=O)(=O)c3ccccc32)n1	2.0*	-9	-33	26	7	-7	-6.6	1.8*	1	3
